Screens: PubChem BioAssay, The Scripps Research Institute Molecular Screening Center
Tn7 DDE FP = DD(E)-Tn7 binding inhibition, primary FP screen; inhibition, % at 8.3 µM; FP displacement of FITC-Tn7 peptide from fibrin DD(E); 0% = median of compound wells per plate; AID 720508; hit rate 0.13% among 370,000; P02675;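 active = inhibition above the mean of compounds falling within the control limits plus 3 SD of them, cut at about 14% in these data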;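 note: 0% = plate median of compound wells and 100% = 10 µM Aha-Tn7 peptide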
Target sequence (P02675 whole entry, looked up): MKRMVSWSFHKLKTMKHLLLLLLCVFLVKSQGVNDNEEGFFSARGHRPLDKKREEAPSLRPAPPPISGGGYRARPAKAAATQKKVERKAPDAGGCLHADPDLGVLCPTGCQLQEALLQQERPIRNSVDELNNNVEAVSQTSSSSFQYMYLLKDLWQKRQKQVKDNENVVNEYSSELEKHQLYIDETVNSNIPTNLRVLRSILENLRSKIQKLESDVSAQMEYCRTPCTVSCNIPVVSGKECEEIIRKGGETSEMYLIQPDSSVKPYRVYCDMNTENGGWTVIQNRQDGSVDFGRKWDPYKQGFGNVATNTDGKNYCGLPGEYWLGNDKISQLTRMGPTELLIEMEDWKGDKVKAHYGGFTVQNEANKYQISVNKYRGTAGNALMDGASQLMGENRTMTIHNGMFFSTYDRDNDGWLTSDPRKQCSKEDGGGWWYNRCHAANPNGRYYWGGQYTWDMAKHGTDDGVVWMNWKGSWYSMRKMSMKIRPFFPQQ
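Test system: human clot-derived fibrin DD(E) complex / Quantity: 2 µM final DD(E) protein / Incubation: 10 min plus 3 h, room temperature / Measured by: fluorescence polarization / Benchmarks: high control of 10 µM Aha-Tn7 peptide / Replicates: singlicate testing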
ADAM17 inh = inhibitors of human ADAM17; P78536; recombinant ADAM17, EDANS/DABCYL FRET peptide cleavage; inhibition, % at 6.95 µM; hit rate 0.83% among 370,000;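 active = inhibition above the mean of compounds lying between control limits plus 3 SD, set per campaign, cut at about 8.5% in these data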;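 note: 0% = DMSO-only wells as the low control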
UHRF1 MBD2 ctr = human UHRF1 methylated DNA binding inhibitors. Q96T88. UHRF1 binding to methylated oligo, TR-FRET. inhibition, % at 4.4 µM. hit rate 0.75% among 370,000. AID 687016; in the data active = inhibition above about 21%;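 note: UHRF1 SRA domain binding a hemimethylated CpG hairpin DNA probe; 0% = median of test compound wells and 100% = reference inhibitor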
KLK7 zymogen act = activates the human kallikrein-7 zymogen; P49862; purified proKLK7, EDANS-DABCYL substrate fluorescence; 100% is mature enzyme control, 0% vehicle; activation, % at 7 µM; hit rate 0.9% among 370,000;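 active = activation above the mean of all tested compounds plus 3 SD, computed per campaign excluding outliers beyond control limits, cut at about 13% in these data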
Tn6 DDE FP = inhibitors of Tn6 peptide binding to human fibrin DD(E); hit rate 0.21% among 370,000; AID 720509; Fibrin DD(E) TRITC-Tn6 fluorescence polarization displacement; inhibition, % at 8.3 µM; P02675;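 active = inhibition above a per-campaign cutoff: mean of compounds within control limits plus 3 SD, cut at about 15% in these data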;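 note: 0% = median of all compound wells on the plate and 100% = blocking peptide control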
PLCb3 inh = blocks human PLC-beta3 enzyme activity; Q01970; Purified PLC-beta3, fluorogenic substrate, fluorescence; inhibition, % at 12.2 µM; hit rate 0.18% among 370,000; in the data active = inhibition above about 11%;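 note: 0% = median of compound wells on plate and 100% = full blocker control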
PLCg1 inh = PLC-gamma1 (human) inhibition, primary screen | hit rate 0.84% among 370,000 | purified PLC-gamma1, fluorogenic substrate, fluorescence | AID 720700 | P19174 | inhibition, % at 12.2 µM; in the data active = inhibition above about 9.5%
ARFGAP1 inhibitor = rat ARFGAP1 inhibition; Q62848; Arfgap1-stimulated ARF1 GTP hydrolysis, GDP FP detection; inhibition, % at 16.5 µM; hit rate 0.26% among 360,000; AID 651572;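 active = inhibition above a per-plate limit, mean inhibition of low control wells plus 3 SD, cut at about 25% in these data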;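 note: 0% = DMSO wells with enzyme and 100% = wells lacking Arfgap1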
Target sequence (Q62848 1-136 limits assumed): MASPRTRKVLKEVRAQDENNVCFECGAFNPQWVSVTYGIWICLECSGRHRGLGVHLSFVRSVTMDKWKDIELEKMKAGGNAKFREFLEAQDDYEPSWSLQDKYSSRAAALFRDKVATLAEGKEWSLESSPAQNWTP
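Replicates: Single well per compound | Assay system: Truncated rat Arfgap1 GAP domain | Control set: No-Arfgap1 wells (100%) versus DMSO full-reaction wells (0%) | Times: Enzyme reaction 120 min at 25 °C after 20 min preincubation | Reagent: Human ARF1(Δ1-17)-GTP substrate | Measured by: Tracer-displacement fluorescence polarization with EDTA stop, 620/688 nm | Measure: Percent inhibition of Arfgap1-stimulated GTP hydrolysis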
ASAP1 GAP inh = blocks human ASAP1-stimulated Arf1 GTP hydrolysis | Q9ULH1 | GDP FP detection | inhibition, % at 16.5 µM | hit rate 0.19% among 360,000 | AID 624377; in the data active = inhibition above about 25%;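 note: 0% = vehicle with enzyme and substrate and 100% = no enzyme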
Target sequence (Q9ULH1 325-724 limits assumed): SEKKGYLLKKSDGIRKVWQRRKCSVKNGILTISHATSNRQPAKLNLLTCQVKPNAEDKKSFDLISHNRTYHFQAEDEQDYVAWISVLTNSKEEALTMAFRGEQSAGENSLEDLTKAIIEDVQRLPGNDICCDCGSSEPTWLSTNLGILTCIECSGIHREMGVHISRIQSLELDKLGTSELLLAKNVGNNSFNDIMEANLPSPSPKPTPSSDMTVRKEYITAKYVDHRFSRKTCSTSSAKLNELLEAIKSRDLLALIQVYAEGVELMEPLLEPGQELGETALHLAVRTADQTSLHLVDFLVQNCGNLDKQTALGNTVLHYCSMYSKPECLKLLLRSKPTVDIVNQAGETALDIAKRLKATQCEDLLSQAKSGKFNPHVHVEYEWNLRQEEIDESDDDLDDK
MBD2 inh = blocks human MBD2 binding to methylated DNA | TR-FRET, MBD2 binding to methylated oligonucleotide | inhibition, % at 4.4 µM | hit rate 0.31% among 370,000 | AID 686964; in the data active = inhibition above about 13%
* marks the source's active call; other numbers are inactive results; i = inactive; . = not tested or not shown. Rows are unselected, and some 4.1% of all compounds hit somewhere here.

MBD2 inh	PLCg1 inh	ADAM17 inh	ASAP1 GAP inh	ARFGAP1 inhibitor	UHRF1 MBD2 ctr	PLCb3 inh	KLK7 zymogen act	Tn7 DDE FP	Tn6 DDE FP	structure
4	3	-5	-5	-1	0	-3	-0.4	2	-4	CC(C)(CNC(=O)c1cccc(S(=O)(=O)NCc2ccccc2)c1)N1CCOCC1
2	0	1	11	6	-4	0	-0.1	2	7	O=C(O)CC1Oc2ccc(Cl)cc2NC1=O (configuration not stated)
-1	-3	-1	5	-13	-1	-1	0.3	6	11	Cc1ccccc1-c1nc(CS(=O)(=O)CC(=O)NCc2ccc3c(c2)OCO3)c(C)o1
-4	9	1	-5	12	0	1	-1.1	-2	4	O=C1OCCC1Sc1nnc(-c2ccc3c(c2)OCO3)o1 (configuration not stated)
-7	-1	-1	5	-8	7	-3	-0.3	11	8	N#CCNC(=O)c1nn2c(C(F)(F)F)cc(-c3ccccc3)nc2c1Br
0	-3	-3	6	-2	4	-5	-0.5	-3	1	O=C(CSc1ncnc2c1nnn2Cc1ccc(F)cc1)NC1CCCC1
-3	4	2	-7	-3	-1	-5	0.5	-7	-2	CCN(CC)CC(=O)Nn1c(C)nc2c(ncn2-c2ccccc2)c1=O
0	2	-2	6	5	-5	2	0.6	1	6	O=C(O)c1cn(-c2ccccc2)nc1-c1cccnc1
5	3	4	16	-9	4	1	-0.5	4	-9	O=C(c1ccc2c(c1)OCO2)N1CCC2(CC1)Oc1ccc(F)cc1C(=O)C21CC(c2ccccc2)=NO1 (configuration not stated)
-5	-4	-2	3	-13	2	-6	-0.2	3	0	CCOc1ccc(NC(=O)c2cn(-c3ccc(OCC)cc3)c(=O)c3cc(OC)c(OC)cc23)cc1
3	3	-2	1	-1	6	3	-0.1	-1	2	COCCNC(=O)c1ccc2c(c1)ncn2-c1cccc(C)c1
0	3	1	-5	5	2	0	0.2	-2	4	Cc1c(C(=O)NCc2ccc(F)cc2)sc(=O)n1Cc1ccccc1
-1	1	1	5	0	-1	-8	0.3	-2	1	O=C(NCC1CCCN1S(=O)(=O)c1cccs1)c1ccc(F)c(F)c1 (configuration not stated)
7	-2	-2	14	-3	1	0	0.2	3	0	Cn1c(=O)[nH]c(=O)c2c1nc(CN1CCOCC1)n2CCc1ccccc1
2	-1	-2	5	-5	0	-2	-0.3	6	8	Nc1nc(-c2ccccc2)c(-c2ccccc2)o1
3	-1	-2	-9	-10	1	1	0.4	-7	-5	CC1CC(C)CN(CCCNC(=O)c2ccc3nc(N4CCCCC4)sc3c2)C1 (configuration not stated)
-2	-2	-27	-1	10	0	-19	0.4	-2	1	CCCc1cc(=O)oc2cc(OCC(=O)N3CCN(C(=O)C4COc5ccccc5O4)CC3)ccc12 (configuration not stated)
4	7	11*	5	3	6	-4	-0.1	-8	-2	Cc1ccc(CCNC(=O)CCCn2nc(C)c3c(C)n(-c4ccc(C)cc4)nc3c2=O)cc1
8	6	-1	1	9	9	-6	0.8	-4	-1	CCOc1ccc(NC(=O)COC(=O)CNC(=O)c2ccc(-c3ccccc3)cc2)cc1
-1	1	1	9	1	1	1	-0.1	-6	-3	CCOc1cccc(C(=O)Nc2nnc(-c3cccs3)s2)c1
1	-3	-4	-3	-16	1	3	-0.7	-9	-5	O=C(NC1CC2CCC(C1)N2Cc1ccccc1)c1cccc(F)c1 (configuration not stated)
2	3	-1	10	-3	-4	-41	-0.6	1	1	c1ccc(COc2cccc(CN3CCN(c4ccccn4)CC3)c2)cc1
6	1	-5	3	5	12	-8	0.4	-2	0	O=C(COc1ccc(Br)cc1)NCc1cn2ccccc2n1
-1	3	0	9	4	-4	-8	-0.8	0	-2	COc1ccc(/C=N\NC(=O)c2ccc(F)cc2)cc1COc1cc(F)ccc1[N+](=O)[O-]
-3	-2	5	6	-8	-3	0	-0.1	0	2	C/C(CC(=O)NC(C)C)=N\NC(=O)C(c1ccccc1)c1ccccc1
-2	-8	-5	9	7	-8	-14	0.5	-6	0	O=C(CNC(=O)c1ccc2c(c1)OCO2)Nc1ncccc1O
1	-1	-6	8	-3	3	2	-0.4	-7	-1	Cc1ccc(S(=O)(=O)N2CCC(CN3C(=O)c4cccc5cccc(c45)C3=O)CC2)cc1
4	-2	-9	12	6	-2	-1	-0.3	0	3	FC(F)(F)c1nc2nccnc2[nH]1
1	2	6	-3	15	-2	0	-0.1	-1	-5	COc1ccccc1NC(=O)Nc1nc(CC(=O)Nc2ccc(N(C)C)cc2)cs1
0	-1	-1	-1	-1	8	-1	-0.3	3	4	CCOc1ccccc1OCC(=O)NC1CCSc2ccccc21 (configuration not stated)
-4	1	-3	-3	1	-2	-4	0.7	4	-2	COc1ccc(C(=O)O/N=C(\N)c2ccccn2)c(OC)c1
4	0	-2	-3	8	0	1	0.0	1	6	Cc1cccc(-c2ncc(CN3CCN(C4CCCC4)C(CCO)C3)cn2)c1 (configuration not stated)
3	i	i	-4	10	-1	i	49*	-4	4	CCc1cc2c(CN3CCN(CCO)CC3)cc(=O)oc2cc1O
0	1	-1	4	2	-2	1	1.0	2	4	NC(=O)CC(NC(=O)c1ccc(Br)cc1)c1ccc(N2CCC(Br)CC2)c([N+](=O)[O-])c1 (configuration not stated)
-1	5	1	1	11	3	2	0.2	1	-3	Nn1c(N2CCCCC2)nc2ccccc21
2	1	-4	13	7	3	2	0.6	-3	-5	O=C(OCCn1c(=S)sc2ccccc21)c1ccccc1
-1	9	2	-2	-11	-6	6	0.5	-1	1	CCc1nnc(N/N=C/c2ccc(N3CCC(C)CC3)c([N+](=O)[O-])c2)n1N
0	2	4	-4	-6	-1	1	0.1	-4	-9	CC(=O)/C(=N/Nc1ccccc1[N+](=O)[O-])N1CCCc2ccccc21
1	-5	-4	10	-3	-5	-9	0.3	-2	2	COc1ccc(/C=N/N(C)c2cc(=O)n(C)c(=O)[nH]2)cc1OC
1	7	-4	0	4	1	-1	-0.5	0	-1	COCCNC(=O)CCCn1c(=O)c2cc(OC)c(OC)cc2n(CC(=O)NCCC2=CCCCC2)c1=O
2	3	0	0	-1	-3	3	-0.1	-2	3	CCC(C)(C)C1CCC(=NNC(=S)Nc2cccnc2)CC1 (configuration not stated)
-1	0	0	3	4	1	0	0.1	6	9	CCOC(=O)C1(Cc2ccccc2)CCN(Cc2cccc3nccnc23)CC1
-20	3	1	-5	3	-14	-4	0.5	-3	6	CSc1nnc2c(n1)OC1(Nc3ccccc3-2)C(=O)Nc2ccccc21 (configuration not stated)
-1	-1	-4	-10	6	1	-5	-0.3	4	11	CC1CCCC(C)N1C(=O)COC(=O)Cc1ccc(Cl)cc1 (configuration not stated)
3	0	-5	-1	9	5	-4	0.6	-5	-4	CCC(CO)Oc1cc(NC(=O)c2cccc(Cl)c2)c2ncn(C(C)C)c2c1 (configuration not stated)
-4	1	3	-1	9	0	-7	0.3	4	-6	NS(=O)(=O)c1ccc(Sc2ccc3ccccc3c2)nc1
5	0	-4	2	10	3	-2	0.5	10	8	Cc1occc1C(=O)NCCc1cccc(Cl)c1
0	-5	0	-6	2	-2	-1	-0.5	-6	-8	Cc1cc(NC(=O)Nc2ccc3c(ccn3C)c2)sn1
-8	7	2	.	.	-2	1	0.7	9	1	CCCCCCC(=O)NC1CCCCN(Cc2ccccc2C)C1=O (configuration not stated)
-5	-32	-19	7	2	1	-39	3.5	-1	-8	COc1ccc(C(CNC(=O)c2cc(=O)[nH]c3ccccc23)N2CCCC2)cc1 (configuration not stated)

Further results follow.
MBD2 inh	PLCg1 inh	ADAM17 inh	ASAP1 GAP inh	ARFGAP1 inhibitor	UHRF1 MBD2 ctr	PLCb3 inh	KLK7 zymogen act	Tn7 DDE FP	Tn6 DDE FP	structure
1	0	3	8	8	-1	-5	0.1	-10	-7	Cc1cc(C)c(S(=O)(=O)N2CCN(c3ccccc3)CC2)c(C)c1
1	-8	-3	6	5	-3	-11	0.7	-2	-1	COc1ccc(N/C=C(\C(C)=O)c2ccc(OC)c(OC)c2)cc1OC
-6	-40	-51	-13	-5	1	-60	1.9	6	-3	CCN(CC)CCCNC(=O)CCc1c(C)n(CC)c2cc(-c3ccccc3OC)nn2c1=O
-2	1	-3	-8	5	-1	3	-0.1	4	4	O=C(CSc1ccc(Cl)cc1)N1CCOCC1
1	0	-3	3	4	-4	1	0.4	1	1	CC(C)NC(=O)[C@@H]1C[C@@]1(C)[C@@H](NC(=O)OCc1ccccc1)c1ccccc1
-5	-2	-1	.	.	1	0	0.5	3	-5	COc1ccccc1CNC(=O)N1CCC(c2nc3ccc(Cl)cc3[nH]2)CC1
-6	0	0	5	-9	-2	-3	0.2	8	7	Cc1ccc(C)c(OCCC(=O)Nc2cccc(S(=O)(=O)NC3=NCCCCC3)c2)c1
1	-58	-16	6	2	-3	-87	0.6	-1	12	COc1cccc(-c2coc3cc4oc(=O)c(CC(=O)O)c(C)c4cc23)c1
-3	1	-3	0	-5	7	1	0.5	1	12	Cc1ccc(S(=O)c2ccc(NC(=O)C3CC3)cc2C#N)cc1 (configuration not stated)
2	2	3	-21	9	-3	4	0.2	0	3	CCOC(=O)c1c(C)c(C)n(Cc2ccc(OC)c(OC)c2)c1C
0	-2	1	-1	-4	-2	-6	-0.2	-5	2	Cc1ccc(-n2ncc3c2CCCC3NC(=O)CCc2cnccn2)cc1C (configuration not stated)
2	1	9.2*	4	7	-2	1	0.3	2	8	Clc1ccc(N2COC3c4cccc5cccc(c45)C32)cc1 (configuration not stated)
1	-2	-4	-8	8	1	0	-0.3	-10	-7	Cn1c(C2CCCN2C(=O)OC(C)(C)C)n[nH]c1=S (configuration not stated)
0	0	-3	8	-5	-1	-9	-1.1	0	4	CCN(CC)C1CC(=O)N(c2cccc(Cl)c2)C1=O (configuration not stated)
5	-48	0	6	-3	0	-51	-0.7	8	-4	Nc1c(C(=O)Nc2cccc(Cl)c2Cl)sc2nc(-c3cccnc3)ccc12

Some of these compounds in order of their number in KLK7 zymogen act, high to low.
MBD2 inh	PLCg1 inh	ADAM17 inh	ASAP1 GAP inh	ARFGAP1 inhibitor	UHRF1 MBD2 ctr	PLCb3 inh	KLK7 zymogen act	Tn7 DDE FP	Tn6 DDE FP	structure
-2	-8	-5	9	7	-8	-14	0.5	-6	0	O=C(CNC(=O)c1ccc2c(c1)OCO2)Nc1ncccc1O
4	0	-2	-3	8	0	1	0.0	1	6	Cc1cccc(-c2ncc(CN3CCN(C4CCCC4)C(CCO)C3)cn2)c1 (configuration not stated)
1	2	6	-3	15	-2	0	-0.1	-1	-5	COc1ccccc1NC(=O)Nc1nc(CC(=O)Nc2ccc(N(C)C)cc2)cs1
1	-1	-6	8	-3	3	2	-0.4	-7	-1	Cc1ccc(S(=O)(=O)N2CCC(CN3C(=O)c4cccc5cccc(c45)C3=O)CC2)cc1
